Assay outcomes (PubChem)
hIAP inh = human IAP inhibition. P09923. purified IAP, CDP-Star luminescence, 30 min. inhibition, % at 10 µM. AID 2544. 0.12% of 330,000 active;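 active = inhibition reaching a set limit with compound at 10 µM in the primary screen, cut at about 35% in these data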;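 note: plate controls were DMSO wells with enzyme for no effect and no-enzyme buffer wells for full effect; values of inactives mirror those of a sister screen read the other way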
Target sequence (P09923 whole entry, looked up): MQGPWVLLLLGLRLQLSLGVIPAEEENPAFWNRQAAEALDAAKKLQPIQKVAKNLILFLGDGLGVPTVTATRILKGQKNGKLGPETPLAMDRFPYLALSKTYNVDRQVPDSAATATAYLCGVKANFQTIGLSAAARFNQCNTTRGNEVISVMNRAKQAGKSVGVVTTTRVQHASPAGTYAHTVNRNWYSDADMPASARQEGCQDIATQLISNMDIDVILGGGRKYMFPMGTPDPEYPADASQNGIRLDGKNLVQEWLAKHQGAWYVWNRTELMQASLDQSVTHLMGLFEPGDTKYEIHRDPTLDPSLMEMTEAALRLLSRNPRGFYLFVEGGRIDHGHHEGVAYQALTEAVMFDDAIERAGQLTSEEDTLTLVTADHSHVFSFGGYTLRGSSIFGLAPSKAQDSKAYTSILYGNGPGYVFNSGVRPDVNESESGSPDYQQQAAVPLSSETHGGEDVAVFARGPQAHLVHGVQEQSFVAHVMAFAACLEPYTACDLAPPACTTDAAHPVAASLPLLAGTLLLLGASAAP
MPTP inh = blocks calcium-induced mitochondrial swelling. isolated mouse mitochondria, Ca2+ swelling absorbance, 30 min. inhibition, % at 10 µM. 1.4% of 360,000 active;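 active = inhibition of 50% or more, scaled per plate between neutral and stimulator controls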;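 note: 0% = DMSO wells given calcium and 100% = 1 mM EGTA wells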
APOBEC3A inh = inhibitors of human APOBEC3A DNA deaminase; P31941; recombinant A3A, FAM/TAMRA ssDNA deamination fluorescence; inhibition, % at 20 µM; 0.41% of 330,000 active; AID 493011;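 active = at least 40% inhibition at 20 µM here, with at most 30% in a related deaminase screen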;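 note: plate controls were A3A with DMSO for no effect and wells lacking A3A enzyme for full effect; some results filed as inactive read as strong as hits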
Target sequence (P31941 whole entry, looked up): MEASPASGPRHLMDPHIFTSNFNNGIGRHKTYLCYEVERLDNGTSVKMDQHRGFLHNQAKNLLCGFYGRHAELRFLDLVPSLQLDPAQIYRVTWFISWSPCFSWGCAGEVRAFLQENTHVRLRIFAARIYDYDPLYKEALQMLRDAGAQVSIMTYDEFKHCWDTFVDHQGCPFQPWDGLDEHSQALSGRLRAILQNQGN
ATG4B inh = blocks human ATG4B protease cleavage of LC3 substrate; ATG4B cleavage of LC3-PLA2, NBD-HPC fluorescence, 1 h; 0.51% of 340,000 active; inhibition, % at 8.33 µM; in the data active = inhibition above about 40%
hIAP act = increases human intestinal alkaline phosphatase activity; activation factor at 10 µM; AID 2524; P09923; purified human IAP, CDP-Star luminescence, 30 min; stronger effect = higher value; 1 = vehicle-only enzyme, 0 = enzyme-free background; 0.16% of 330,000 active;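 active = activation factor of the enzyme at least 2-fold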; note: the source names both 10 and 20 µM as test concentration; values of inactives mirror those of a sister screen read the other way
mIAP block = blocks mouse intestinal alkaline phosphatase; purified mouse IAP, CDP-Star luminescence, 30 min; inhibition, % at 10 µM; 0.2% of 330,000 active;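 active = inhibition of at least 40% at 10 µM in the primary screen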;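 note: plate controls were DMSO with enzyme for no effect and no enzyme wells for full effect; values of inactives mirror those of a sister screen read the other way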
mIAP act = increases mouse intestinal alkaline phosphatase activity. muIAP, CDP-Star luminescence, 30 min; stronger effect = higher value; 1 = vehicle-only enzyme signal, 0 = enzyme-free wells. activation factor at 10 µM. 0.24% of 330,000 active;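 active = activation factor of at least 2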; note: the source names both 10 and 20 µM as test concentration; values of inactives mirror those of a sister screen read the other way
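System: Mouse IAP enzyme | Also added: CDP-Star substrate | Dosing: Compounds dispensed in DMSO | Schedule: 30 min enzyme-substrate-compound incubation at room temperature | Technique: Chemiluminescence readout | Control set: DMSO-only wells and no-enzyme negative control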
MIN6 prolif = inducers of beta-cell replication in MIN6 cells. 0.29% of 330,000 active. proliferation, % at 10 µM. MIN6 cells proliferation, ATPlite luminescence, 48 h; cells starved in 0.2% serum; 100% = growth in 10% serum;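 active = compounds whose signal lies at least 3.5 SD above the mean of all wells on their plate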;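 note: 0% = DMSO-treated cells in low-serum medium and 100% = 10% serum control; some compounds called inactive have numbers as strong as hits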
APOBEC3G inh = inhibitors of human APOBEC3G DNA deaminase; AID 493012; recombinant A3G, ssDNA deamination FAM/TAMRA fluorescence; inhibition, % at 20 µM; Q9HC16; 0.28% of 330,000 active;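 active = inhibition of at least 40% at 20 µM, with no more than 30% in the related APOBEC3A deaminase screen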;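 note: plate controls were DMSO wells with A3G for no effect and wells lacking A3G enzyme for full effect; some compounds called inactive have numbers as strong as hits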
* marks the source's active call; other numbers are inactive results.

What do the screens show for `CC(=O)c1c(C)n(CC(=O)NCc2ccco2)c2ccccc12`?
hIAP inh: 8; MPTP inh: -3.1; APOBEC3A inh: 2; ATG4B inh: -7; hIAP act: 0.92; mIAP block: -1; mIAP act: 1; MIN6 prolif: -2; APOBEC3G inh: -2

How did CN1CC(=O)N(CC(=O)NCc2ccc3c(c2)OCO3)C1=O do in these assays?
hIAP inh: -4; MPTP inh: -1.1; APOBEC3A inh: 5; ATG4B inh: 0; hIAP act: 1; mIAP block: -5; mIAP act: 1; MIN6 prolif: 0; APOBEC3G inh: 2

How did CCOC(=O)C1CCCN(CC(=O)Nc2nccs2)C1 (stereo not drawn) do in these assays?
hIAP inh: -6; MPTP inh: -0.6; APOBEC3A inh: 1; ATG4B inh: -6; hIAP act: 1.1; mIAP block: 0; mIAP act: 1; MIN6 prolif: 1; APOBEC3G inh: -1

Results for O=C(CSc1cccc2cccnc12)N/N=C/c1ccc(O)cc1 ?
hIAP inh: 15; MPTP inh: 0.2; APOBEC3A inh: 6; ATG4B inh: -7; hIAP act: 0.85; mIAP block: -1; mIAP act: 1; MIN6 prolif: 0; APOBEC3G inh: 0

Results for Cc1nnc(SCC(=O)N2CCCC(C(=O)c3ccc(Cl)cc3)C2)o1 (stereo not drawn) ?
hIAP inh: -8; MPTP inh: 3.5; APOBEC3A inh: 0; ATG4B inh: -2; hIAP act: 1.1; mIAP block: -11; mIAP act: 1.1; MIN6 prolif: -4; APOBEC3G inh: -8

How did COc1ccc(CNC(=O)C2CCCN(S(=O)(=O)c3ccccc3)C2)cc1 (stereo not drawn) do in these assays?
hIAP inh: -1; MPTP inh: -0.1; APOBEC3A inh: 0; ATG4B inh: -3; hIAP act: 1; mIAP block: 5; mIAP act: 0.95; MIN6 prolif: -1; APOBEC3G inh: -5

Results for O=C(CCC(=O)N(CC(=O)NC1CCCC1)Cc1ccc(F)cc1)Nc1nccs1 ?
hIAP inh: 10; MPTP inh: -4.0; APOBEC3A inh: -6; ATG4B inh: -4; hIAP act: 0.9; mIAP block: 1; mIAP act: 0.99; MIN6 prolif: 0; APOBEC3G inh: -11

How did COc1cc(O)c(CCC(=O)c2ccc(OC)c(OC)c2)c(OC)c1 do in these assays?
hIAP inh: -9; MPTP inh: 0.1; APOBEC3A inh: -8; ATG4B inh: -2; hIAP act: 1.1; mIAP block: 2; mIAP act: 0.98; MIN6 prolif: -1; APOBEC3G inh: -8

Results for CN1CCN(c2ccc(S(=O)(=O)N3CCOCC3)cc2NC(=O)CSCc2ccccc2)CC1 ?
hIAP inh: 8; MPTP inh: -0.6; APOBEC3A inh: -3; ATG4B inh: -17; hIAP act: 0.92; mIAP block: 3; mIAP act: 0.97; MIN6 prolif: 1; APOBEC3G inh: -7

Results for CCn1nc(C(=O)OC(C(=O)c2c[nH]c3ccccc23)c2ccccc2)c2ccccc2c1=O (stereo not drawn) ?
hIAP inh: 13; MPTP inh: 0.6; APOBEC3A inh: 4; ATG4B inh: 4; hIAP act: 0.87; mIAP block: -3; mIAP act: 1; MIN6 prolif: -3; APOBEC3G inh: 4

Results for Cc1ccc(C)c(NC(=O)C(Sc2cccc[n+]2[O-])c2ccccc2)c1 (stereo not drawn) ?
hIAP inh: 6; MPTP inh: -2.6; APOBEC3A inh: 3; ATG4B inh: -7; hIAP act: 0.94; mIAP block: -3; mIAP act: 1; MIN6 prolif: 0; APOBEC3G inh: -13

How did CN(C)C(=O)CSc1nnc([C@H](Cc2ccccc2)NC(=O)OC(C)(C)C)o1 do in these assays?
hIAP inh: 4; MPTP inh: 3.9; APOBEC3A inh: 1; ATG4B inh: -11; hIAP act: 0.96; mIAP block: -1; mIAP act: 1; MIN6 prolif: -3; APOBEC3G inh: -2

Results for CCC(C)NC(=O)CSc1nc2n[nH]c(C)c2c(=N)n1-c1ccc(OC)cc1 (stereo not drawn) ?
hIAP inh: -1; MPTP inh: -0.8; APOBEC3A inh: -3; ATG4B inh: -5; hIAP act: 1; mIAP block: -9; mIAP act: 1.1; MIN6 prolif: -1; APOBEC3G inh: -7

How did CC(=O)c1ccc(C(=O)N(C)C2CCCN(Cc3ccccc3F)C2)s1 (stereo not drawn) do in these assays?
hIAP inh: -14; MPTP inh: -0.5; APOBEC3A inh: 1; ATG4B inh: 1; hIAP act: 1.1; mIAP block: 3; mIAP act: 0.97; MIN6 prolif: 0; APOBEC3G inh: -5

How did CN(CCC#N)C(=S)Nc1ccc(S(=O)(=O)N2CCOCC2)cc1 do in these assays?
hIAP inh: 18; MPTP inh: 0.9; APOBEC3A inh: -5; ATG4B inh: -2; hIAP act: 0.82; mIAP block: -18; mIAP act: 1.2; MIN6 prolif: 1; APOBEC3G inh: 4

How did Cc1nn(-c2cccc(Cl)c2)c(Cl)c1/C=N/NC(=O)c1cccs1 do in these assays?
hIAP inh: 18; MPTP inh: 5.6; APOBEC3A inh: -3; ATG4B inh: -9; hIAP act: 0.82; mIAP block: 11; mIAP act: 0.89; MIN6 prolif: -2; APOBEC3G inh: -8

Results for CCN(CC)CCCN1C(=O)CSC1c1ccc2c(c1)OCO2 (stereo not drawn) ?
hIAP inh: -7; MPTP inh: -2.2; APOBEC3A inh: -2; ATG4B inh: -9; hIAP act: 1.1; mIAP block: 0; mIAP act: 1; MIN6 prolif: -2; APOBEC3G inh: -6

Results for COc1ccccc1N1CCN(C(=O)c2ccc(Cn3c(=O)[nH]c4ccsc4c3=O)cc2)CC1 ?
hIAP inh: -4; MPTP inh: -0.4; APOBEC3A inh: -3; ATG4B inh: -11; hIAP act: 1; mIAP block: 5; mIAP act: 0.95; MIN6 prolif: -1; APOBEC3G inh: -6

How did CSc1ncccc1C(=O)NCCc1ccc(Cl)cc1 do in these assays?
hIAP inh: -5; MPTP inh: -1.9; APOBEC3A inh: -4; ATG4B inh: 1; hIAP act: 1; mIAP block: -6; mIAP act: 1.1; MIN6 prolif: -2; APOBEC3G inh: -7

What do the screens show for `CC(=O)N1CCN(C(=O)CCNS(=O)(=O)c2ccc(Br)cc2)CC1`?
hIAP inh: 10; MPTP inh: -1.8; APOBEC3A inh: -3; ATG4B inh: -8; hIAP act: 0.91; mIAP block: 1; mIAP act: 0.99; MIN6 prolif: 2; APOBEC3G inh: -6

What do the screens show for `Cc1cc(=O)oc2c3c(cc(OCC(=O)NCc4ccccc4)c12)OC(C)(C)CC3`?
hIAP inh: -8; MPTP inh: -0.7; APOBEC3A inh: -1; ATG4B inh: -2; hIAP act: 1.1; mIAP block: -6; mIAP act: 1.1; MIN6 prolif: 0; APOBEC3G inh: -4

Results for Cc1ccnc(NC(=O)c2cccc(NC(=O)c3ccccc3C)c2)c1 ?
hIAP inh: -26; MPTP inh: 0.4; APOBEC3A inh: 4; ATG4B inh: 3; hIAP act: 1.3; mIAP block: -3; mIAP act: 1; MIN6 prolif: -2; APOBEC3G inh: -2

How did CC(C)Oc1cccc(-c2cc(C(=O)N3CCN(S(C)(=O)=O)CC3)c3ccccc3n2)c1 do in these assays?
hIAP inh: -22; MPTP inh: 0.5; APOBEC3A inh: -2; ATG4B inh: -15; hIAP act: 1.2; mIAP block: 0; mIAP act: 1; MIN6 prolif: -2; APOBEC3G inh: -6

What do the screens show for `Cc1cc(NC(=O)CSCC(=O)OCc2nnc(-c3ccccc3)o2)no1`?
hIAP inh: 5; MPTP inh: 0.1; APOBEC3A inh: -1; ATG4B inh: 9; hIAP act: 0.95; mIAP block: 2; mIAP act: 0.98; MIN6 prolif: 2; APOBEC3G inh: -4

What do the screens show for `CC(=O)c1ccc(NC(=O)C2CCN(S(=O)(=O)c3cccc4cccnc34)CC2)cc1`?
hIAP inh: -4; MPTP inh: -0.1; APOBEC3A inh: 5; ATG4B inh: -9; hIAP act: 1; mIAP block: -8; mIAP act: 1.1; MIN6 prolif: 0; APOBEC3G inh: -2

How did CCCCNC(=O)C12CCC(C)(C(=O)C1Br)C2(C)C (stereo not drawn) do in these assays?
hIAP inh: 13; MPTP inh: -0.3; APOBEC3A inh: 18; ATG4B inh: -6; hIAP act: 0.87; mIAP block: -7; mIAP act: 1.1; MIN6 prolif: 0; APOBEC3G inh: 0

Results for CCOC(=O)C1=C(COC(=O)CCOc2ccccc2)NC(=O)NC1C (stereo not drawn) ?
hIAP inh: -28; MPTP inh: -1.1; APOBEC3A inh: 1; ATG4B inh: 8; hIAP act: 1.3; mIAP block: -16; mIAP act: 1.2; MIN6 prolif: -5; APOBEC3G inh: -5

Results for COc1cc(NC(=O)C2CCCCC2)c(OC)cc1NC(=O)c1ccccc1 ?
hIAP inh: 10; MPTP inh: -1.9; APOBEC3A inh: -4; ATG4B inh: 7; hIAP act: 0.9; mIAP block: 1; mIAP act: 0.99; MIN6 prolif: 0; APOBEC3G inh: -10

What do the screens show for `C/C(CC(=O)Nc1ccc2c(c1)OCCO2)=N\NC(=O)COc1ccccc1C`?
hIAP inh: -2; MPTP inh: 1.9; APOBEC3A inh: 0; ATG4B inh: -11; hIAP act: 1; mIAP block: 4; mIAP act: 0.96; MIN6 prolif: 0; APOBEC3G inh: -7

Results for COc1ccccc1C(=O)C1CCCN(Cc2cn[nH]c2C2CCCCC2)C1 (stereo not drawn) ?
hIAP inh: -19; MPTP inh: -2.5; APOBEC3A inh: 0; ATG4B inh: 10; hIAP act: 1.2; mIAP block: 6; mIAP act: 0.94; MIN6 prolif: 0; APOBEC3G inh: -5

How did Cc1ccc(Cl)cc1N1CCN(C(=O)c2ccc(CS(=O)Cc3ccc(Cl)cc3)o2)CC1 (stereo not drawn) do in these assays?
hIAP inh: 13; MPTP inh: -0.3; APOBEC3A inh: -3; ATG4B inh: -10; hIAP act: 0.87; mIAP block: 6; mIAP act: 0.94; MIN6 prolif: -6; APOBEC3G inh: -5

How did O=C(CCc1ccc(S(=O)(=O)N2CCOCC2)cc1)Nc1ccc(F)cc1[N+](=O)[O-] do in these assays?
hIAP inh: -2; MPTP inh: -0.8; APOBEC3A inh: -2; ATG4B inh: -10; hIAP act: 1; mIAP block: 0; mIAP act: 1; MIN6 prolif: -1; APOBEC3G inh: -7

How did NC(=O)C(F)(F)C12OC3C4C5CC(C6C5C3C61)C42 (stereo not drawn) do in these assays?
hIAP inh: -15; MPTP inh: 1.2; APOBEC3A inh: -4; ATG4B inh: -12; hIAP act: 1.1; mIAP block: -9; mIAP act: 1.1; MIN6 prolif: -2; APOBEC3G inh: -2

What do the screens show for `O=C(COC(=O)c1ccc2[nH]c3c(c2c1)CCCC3)Nc1ccccc1`?
hIAP inh: -15; MPTP inh: 14; APOBEC3A inh: -1; ATG4B inh: 24; hIAP act: 1.2; mIAP block: -29; mIAP act: 1.3; MIN6 prolif: -3; APOBEC3G inh: -5

Results for CCN(CC(=O)NC1CC1)S(=O)(=O)c1ccc(C)cc1 ?
hIAP inh: 18; MPTP inh: -0.4; APOBEC3A inh: -2; ATG4B inh: 5; hIAP act: 0.82; mIAP block: 1; mIAP act: 0.99; MIN6 prolif: 3; APOBEC3G inh: -8

How did CCCn1c(=O)c(C(=O)NCCc2ccc(Cl)cc2)c(O)c2ccccc21 do in these assays?
hIAP inh: 7; MPTP inh: 4.2; APOBEC3A inh: -3; ATG4B inh: -7; hIAP act: 0.93; mIAP block: 7; mIAP act: 0.93; MIN6 prolif: -4; APOBEC3G inh: -4
